Vif-A3F inh = blocks the Vif interaction with APOBEC3F; HeLa A3F-eYFP + Vif (tagged APOBEC3F with the HIV-1 protein that degrades it), YFP fluorescence increase; Potency, µM (highest dose often 46.1 µM), without a hit: at the top dose activity, negative = active; 390,000 tested, 0.2% active; AID 602313; also: % of control where 0% means no effect; nearly all actives have a fitted effect of over 65% in size
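HeLa cells stably expressing Vif plus C-terminally eYFP-tagged A3F were seeded, incubated overnight at 37 deg C, dosed with compound, incubated overnight again at 37 deg C. Yellow fluorescence (Ex 488/Em 500-530) reported blocked Vif-mediated A3F-eYFP degradation.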
RGS4 inh = inhibitors of human regulator of G protein signaling 4. P49798. Transcreener GDP fluorescence polarization, RGS4-accelerated GTP hydrolysis. Potency, µM (doses to about 114 µM), inactives show top-dose activity change, negative = inhibition, most hits filed as inhibitors. 390,000 tested, 0.039% active; also: % is scaled to controls: 0 for no effect and ±100 for the full control effect; nearly all actives have a fitted effect of over 75% in size; some results filed as inactive show a strong effect at the top dose
Target sequence (P49798 whole entry, looked up): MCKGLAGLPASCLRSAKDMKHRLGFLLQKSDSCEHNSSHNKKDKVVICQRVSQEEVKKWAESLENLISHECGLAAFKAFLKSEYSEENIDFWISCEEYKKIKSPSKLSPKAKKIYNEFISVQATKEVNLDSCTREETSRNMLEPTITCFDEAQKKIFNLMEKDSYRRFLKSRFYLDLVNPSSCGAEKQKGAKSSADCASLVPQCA
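MLSMR compounds (23 nl, pin-transferred) preincubated 10 min at room temperature with a 500nM (2x) first reagent, then RGS4 at 900nM (2x) plus Transcreener GDP mix added; fluorescence polarization (620/688 nm) read before and after 90 min at 30 °C.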
12-LOX inh = ALOX12 (human) lipoxygenase inhibition; purified 12hLO, xylenol orange hydroperoxide absorbance; Potency, µM (doses to about 108 µM), without a hit: at the top dose activity change, negative = inhibition, hits mostly inhibitors; 580,000 tested, 1.1% active; AID 1671190; also: % is scaled to controls: 0 for no effect and ±100 for the full control effect
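Purified human 12hLO (150 nM final) in 25 mM Hepes, 0.01% Triton X-100, pH 7.0 was preincubated 15 min at room temperature with compound. Then 40 uM arachidonic acid was added, 30 min. Hydroperoxide was read by Fe-XO absorbance ratio 573/405 nm.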
TrxR1 substrate = rat thioredoxin reductase 1 substrate activity; purified TrxR1 substrate turnover, NADPH consumption readout; 390,000 tested, 0.01% active; Potency, µM (series often up to 114 µM), for the others: at the top dose activity change, negative = substrate turnover; AID 588456; O89049; also: % is scaled to controls: 0 for no effect and ±100 for the full control effect; nearly all actives have a fitted effect of over 50% in size
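Rat TrxR1, dispensed at 90 nM, was prereduced with 400 uM NADPH (final) for 5 min at ~22 deg C, then incubated with compound 15 min before 400 uM selenite. A first-read NADPH fluorescence drop versus no-compound background flagged substrates.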
RXFP1 ag = activates the human relaxin receptor RXFP1. 370,000 tested, 0.3% active. HEK293T-RXFP1 cAMP TR-FRET, 30 min; response scale: percent of porcine relaxin response, buffer zero. Potency, µM (highest dose often 57.5 µM), for the others: at the highest dose activation, actives largely listed as activators; also: % is scaled to controls: 0 for no effect and ±100 for the full control effect; nearly all actives have a fitted effect of over 60% in size; many of its hits are not listed in these tables
Target sequence (Q9HBX9 whole entry, looked up): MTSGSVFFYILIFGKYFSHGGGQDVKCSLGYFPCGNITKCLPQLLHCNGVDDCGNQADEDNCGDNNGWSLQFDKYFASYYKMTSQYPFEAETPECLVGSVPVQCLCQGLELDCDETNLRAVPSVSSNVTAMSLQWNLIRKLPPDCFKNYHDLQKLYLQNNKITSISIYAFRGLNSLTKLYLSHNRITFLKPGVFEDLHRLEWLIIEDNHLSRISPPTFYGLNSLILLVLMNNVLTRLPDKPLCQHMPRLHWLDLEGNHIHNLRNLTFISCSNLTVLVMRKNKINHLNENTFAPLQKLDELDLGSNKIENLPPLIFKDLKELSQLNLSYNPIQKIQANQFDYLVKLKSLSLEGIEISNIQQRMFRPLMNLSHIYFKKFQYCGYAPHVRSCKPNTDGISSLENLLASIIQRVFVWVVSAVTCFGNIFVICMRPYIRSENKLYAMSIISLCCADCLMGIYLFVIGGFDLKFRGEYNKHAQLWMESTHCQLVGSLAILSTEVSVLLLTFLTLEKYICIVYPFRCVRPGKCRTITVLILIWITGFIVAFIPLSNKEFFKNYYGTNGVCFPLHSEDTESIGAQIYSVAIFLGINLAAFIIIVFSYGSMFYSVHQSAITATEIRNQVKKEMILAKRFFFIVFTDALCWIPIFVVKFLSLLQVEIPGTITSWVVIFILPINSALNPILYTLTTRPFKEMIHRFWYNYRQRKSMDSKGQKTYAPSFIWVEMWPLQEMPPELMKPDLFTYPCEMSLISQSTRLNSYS
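HEK293T cells stably expressing RXFP1 were pretreated with the PDE4 inhibitor Ro 20174, exposed to compounds for 30 min at 37C, lysed, and cAMP was read by TR-FRET. Data normalized to buffer (basal) and 29 nM porcine relaxin (100%).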
USP1-UAF1 inh = USP1/UAF1 (human) deubiquitinase inhibition; O94782; 390,000 tested, 0.23% active; recombinant USP1/UAF1, Ub-Rhodamine cleavage fluorescence; Potency, µM (titrated, usually from 57.1 µM), for the others: top-dose activity change, negative = inhibition, most hits filed as inhibitors; also: % is scaled to controls: 0 for no effect and ±100 for the full control effect; nearly all actives have a fitted effect of over 60% in size; inactives centre near -12
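High-throughput fluorogenic screen: 1nM USP1/UAF1 complex, Ub-Rho substrate 150nM final, 50mM HEPES pH 7.8 with 0.5mM EDTA, 0.1 mg/ml BSA, 1mM TCEP and 0.01% Tween-20.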
rTrxR1 inhibitor = inhibitors of rat thioredoxin reductase 1; AID 588453; Potency, µM (titrated, usually from 114 µM), inactives show top-dose activity change, negative = inhibition, hits mostly inhibitors; recombinant rTrxR1, NADPH fluorescence consumption, selenite substrate; O89049; 390,000 tested, 1% active; also: % is scaled to controls: 0 for no effect and ±100 for the full control effect; nearly all actives have a fitted effect of over 65% in size
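Rat TrxR1 (90 nM in the dispensed reagent) was pre-reduced with 400 uM NADPH for 5 min at room temperature, then incubated with compound for 15 min. After 400 uM selenite was added, NADPH fluorescence (Ex 340/Em 450 nm) was followed for 8 min.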
mIDH1 inhibitor = human IDH1 R132H inhibition; O75874; IDH1-R132H enzyme, NADPH consumption, diaphorase/resazurin fluorescence; Potency, µM (top dose mostly 76.6 µM), for inactives: at the highest dose activity change, negative = inhibition, hits mostly inhibitors; 390,000 tested, 0.093% active; AID 602179; also: % is scaled to controls: 0 for no effect and ±100 for the full control effect; nearly all actives have a fitted effect of over 65% in size
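IDH1-R132H (0.5 ug/mL) preincubated 30 min with compound, then NADPH (0.016 mM) and alpha-KG (2 mM) added; 80 min at RT, pH 7.5. Remaining NADPH coupled via diaphorase/resazurin to fluorescence (540/590 nm); concentration-response curves normalized to no-enzyme control.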
Vif-APOBEC3G blk = inhibitors of Vif-APOBEC3G interaction. Q9HC16. HeLa A3G-eYFP + Vif (tagged APOBEC3G with the HIV-1 protein that degrades it), YFP fluorescence, overnight. Potency, µM (highest dose often 46.1 µM), inactives show at the top dose activity, negative = active, most hits filed as inhibitors. 410,000 tested, 0.076% active;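 also: % is scaled to controls: 0 for no effect and ±100 for the full control effect; nearly all actives have a fitted effect of over 60% in size; hits raise eYFP signal because A3G escapes Vif-driven loss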
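Read-out is eYFP fluorescence (Ex 488/Em 500-530) from Vif-expressing HeLa A3G-eYFP cells; more signal means A3G escaped Vif-mediated degradation. Cells plated overnight, compound pinned in, incubated overnight at 37 deg C.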
* = called active by the depositor; i = inactive; ? = inconclusive; . = not tested or not shown; & = joins results of further samples; [ ] = remark or other dose. Calls follow the shape of the dose curve; as a rule, active = well fitted curve in the direction sought with a large enough effect; inconclusive = small, poorly fitted or top-dose-only effect, or another doubt; inactive = no such curve, though single readings can be large; an effect the other way counts as inactive or inconclusive. Potency is read from the fitted curve at half-maximal effect. A portion of the library; count on the stated rates, not on these rows.

SMILES	Vif-A3F inh	RGS4 inh	12-LOX inh	TrxR1 substrate	RXFP1 ag	USP1-UAF1 inh	rTrxR1 inhibitor	mIDH1 inhibitor	Vif-APOBEC3G blk
CCCCNC(=O)c1cn(-c2ccc(OCC)cc2)c(=O)c2cc(OC)c(OC)cc12	2%	24%	0%	0%[57.1 µM]	-1.0%	1%	20%[57.1 µM]	-7%	1%
Cc1ccc(S(=O)(=O)Oc2ccccc2N2C(=O)C3C4CCC(C4)C3C2=O)cc1 (stereo not given)	-1%	-11%	15%	1%[57.1 µM]	0.1%	-20%	-3%[57.1 µM]	1%	0%
CC1=C(C(N)=O)C(c2ccc(Cl)cc2)NC(=O)N1 (stereo not given)	-8%	-6%	0%	-10%	-0.3%	-17%	-13%	5%	0%
CC1CN(c2ccc(S(=O)(=O)N3CCOCC3)cn2)CC(C)O1 (stereo not given)	3%	22%	30%[activator]	4%	-1.4%	6%	8%	1%	2%
Cc1cc(C)nc(NS(=O)(=O)c2ccc(N/C=C\C(=O)c3cccs3)cc2)n1	-22%	?	-8%	-24%[57.1 µM]	2.1%	-11%	-8%[57.1 µM]	10%	-4%
O=C1CCN(Cc2cccnc2)CCN1[C@H](CO)c1ccccc1	-4%	3%	-7%	3%[57.1 µM]	0.8%	-16%	0%[57.1 µM]	-4%	0%&-2%
CN(C)c1ccc(C(C(=O)NC2CCCC2)N(Cc2cccnc2)C(=O)c2snc(C(N)=O)c2N)cc1 (stereo not given)	15%	-35%	-4%	6%[57.1 µM]	2.4%	-18%	10%[57.1 µM]	6%	0%
Cc1nc(CN(C)C(=O)C2CCC(=O)N(CCc3cccc(F)c3)C2)cs1 (stereo not given)	3%	-15%	-2%	-5%	-0.5%	-21%	3%	-1%	-1%
CC(=O)Oc1ccc(N2C(=O)C3C(C2=O)C2C=CC3C23CC3)cc1[N+](=O)[O-] (stereo not given)	0%	6%	-6%	2%	-1.5%	-21%	-15%	6%	1%
O=C(c1cc(Cl)ccc1OCc1ccccc1)N1CCOCC1	3%	3%	10%	0%	0.3%	-19%	18%	-8%	-1%
CC1C2CC(C/C2=N/NC(=O)c2cccs2)C1(C)C (stereo not given)	-11%	-10%[11.4 µM]	3%	4%	-2.6%	-16%	19%	0%	-3%
CCCCn1c(SCC(=O)Nc2cc(C)[nH]n2)nc2ccsc2c1=O	7%	23%	6%	4%[57.1 µM]	2.1%	3%	22%	1%	0%
Nc1cccc2cc(-c3ccccc3)oc12	-14%	8%	57%[activator]	20%	2.6%	-19%	6%	-8%	-14%
COc1ccc(CNc2nc3c(c(=O)n(C)c(=O)n3C)n2Cc2ccccc2Cl)cc1	-3%	-5%	6%	3%	0.2%	-17%	14%	-3%	0%
COc1ccc(C2NC(=S)NC3=C2CCCC3=C2SCCS2)cc1 (stereo not given)	?	?	?	3%[57.1 µM]	0.0%	-7%	-5%[57.1 µM]	7%	?
CCCC(C)C(=O)Nc1ccc(S(=O)(=O)N2CCCC2)cc1 (stereo not given)	0%	8%	0%	7%[57.1 µM]	0.1%	-12%	18%[57.1 µM]	8%	-4%
CCOc1cccc(C(=O)Nc2cccc(NC(=O)c3ccco3)c2)c1	5%	-35%	-4%	-9%[57.1 µM]	-0.1%	-18%	1%[57.1 µM]	3%	0%
Cc1ccc(-c2nnc(SCC(=O)NCC3CCCO3)n2C)cc1 (stereo not given)	7%	39%	15%	2%	-0.8%	-5%	22%	6%	3%
CC(=O)Nc1ccc(NC(=O)C(C)OC(=O)C2CC(=O)N(CCc3ccccc3)C2)cc1 (stereo not given)	4%	-15%	12%	-4%	0.5%	-4%	-4%	3%	0%
N#C/C(=C\c1cn(Cc2cccc(F)c2)c2ccccc12)C(=O)NCc1ccco1	2%	10%	11%	-10%	1.5%	0%	-20%	-1%	-3%
O=C(NNC1=NCCCCC1)c1cccc([N+](=O)[O-])c1	-4%	28%	2%	-7%[57.1 µM]	3.1%	-7%	-5%[57.1 µM]	-15%	-1%
CCC(=O)c1ccc(OCC(=O)NCCc2ccccn2)cc1	7%	12%	i	9%	-0.2%	-19%	9%	0%	9%
O=C(NCc1ccc(Cl)cc1)C1CCN(S(=O)(=O)c2ccc(F)cc2)CC1	5%&3%	11%&13%	-18%&10%	-2%[57.1 µM]	-2.8%&5.3%	-12%&-8%	3%[57.1 µM]	5%&6%	2%&3%
COc1ccc(CCNC(=O)CCNC(=O)c2ccc(Cl)cc2)cc1OC	-4%	7%	23%	-4%	1.7%	-2%	-6%	-2%	-3%
COc1ccc(C(=O)NCC2(c3ccccc3)CCOCC2)cc1	6%	-13%	?	2%[57.1 µM]	-6.9%	-12%	30%[activator][57.1 µM]	6%	0%
Cc1sc2ncn(-c3ccccc3)c(=O)c2c1C	-11%	-15%	31%	6%[57.1 µM]	3.6%	-9%	28%[57.1 µM]	10%	1%
C=CCn1c(=S)[nH]c2nc3c(cc2c1=O)CCCC3	-8%	2%	1%	6%	9.5%	-17%	13%	4%	-2%
CC(=O)Cn1cnc2sc(-c3ccccc3)cc2c1=O	-4%	-13%	-25%	-8%	0.1%	-8%	-19%	1%	-3%
COc1ccc(C(=O)NCCN2C(=O)S/C(=C\c3cccnc3)C2=O)cc1[N+](=O)[O-]	10%	7%	-20%	-8%	8.1%	-19%	-12%	2%	-1%
COc1ccc(C(=O)NNc2ncnc3c2cnn3-c2ccc(C)cc2C)cc1	-8%	6%	-25%	-3%[57.1 µM]	-0.5%	5%	7%[57.1 µM]	6%	1%

Already shown: entries from further up.
SMILES	Vif-A3F inh	RGS4 inh	12-LOX inh	TrxR1 substrate	RXFP1 ag	USP1-UAF1 inh	rTrxR1 inhibitor	mIDH1 inhibitor	Vif-APOBEC3G blk
O=C(NNC1=NCCCCC1)c1cccc([N+](=O)[O-])c1	-4%	28%	2%	-7%[57.1 µM]	3.1%	-7%	-5%[57.1 µM]	-15%	-1%
CCC(=O)c1ccc(OCC(=O)NCCc2ccccn2)cc1	7%	12%	i	9%	-0.2%	-19%	9%	0%	9%
O=C(NCc1ccc(Cl)cc1)C1CCN(S(=O)(=O)c2ccc(F)cc2)CC1	5%&3%	11%&13%	-18%&10%	-2%[57.1 µM]	-2.8%&5.3%	-12%&-8%	3%[57.1 µM]	5%&6%	2%&3%
COc1ccc(CCNC(=O)CCNC(=O)c2ccc(Cl)cc2)cc1OC	-4%	7%	23%	-4%	1.7%	-2%	-6%	-2%	-3%
COc1ccc(C(=O)NCC2(c3ccccc3)CCOCC2)cc1	6%	-13%	?	2%[57.1 µM]	-6.9%	-12%	30%[activator][57.1 µM]	6%	0%

(listing goes on)
SMILES	Vif-A3F inh	RGS4 inh	12-LOX inh	TrxR1 substrate	RXFP1 ag	USP1-UAF1 inh	rTrxR1 inhibitor	mIDH1 inhibitor	Vif-APOBEC3G blk
CCNC(=S)N1CCN=C1Nc1nc(C)cc(C)n1	-7%	35%	-17%	8%[57.1 µM]	2.3%	-13%	14%[57.1 µM]	5%	-1%
CCO[C@@H]1OC(C(=O)O)=C[C@H](C2CCCCC2)[C@H]1CCCO	2%	13%	?	10%[57.1 µM]	0.7%	-14%	14%	-13%	-3%
COc1ccc(OC)c(C2CC(=O)N3CN(c4ccc(C)c(Cl)c4)CSC3=C2C#N)c1 (stereo not given)	3%	?	?	5%[57.1 µM]	0.6%	?	?	3%	0%
CC(=O)Nc1ccc(NC(=O)C(C)OC(=O)CCCOc2ccc(Cl)cc2C)cc1 (stereo not given)	-1%	-7%	-10%	-3%	0.2%	-17%	9%	9%	-2%
CCCCOc1ccc(C(=O)NN2CCOCC2)cc1	-15%	-20%	5%	-16%[57.1 µM]	.	-6%	13%[57.1 µM]	5%	4%
CCN1C(=O)C(=O)N(CC(=O)Nc2ccccc2OC(F)F)C1=O	-16%	37%	-12%	6%	-0.8%	-21%	25%	-10%	4%
Cc1cc(=O)c(C(=O)Nc2cccc(N3CCCC3=O)c2)nn1-c1ccccc1F	1%	-5%	-5%	-10%	0.6%	-10%	1%	-5%	3%
COCC(=O)Nc1cccc(C(F)(F)F)c1	-2%	-31%	0%	13%[57.1 µM]	0.3%	-6%	21%[57.1 µM]	3%	-2%
CC(C)(C)OC(=O)C[C@H]1C/C=C\C[C@H](CC(=O)N(CCO)Cc2ccccc2)C(=O)NCCOC1=O	-1%	23%	0%	6%	.	-24%	38%[activator]	18%	-2%
COc1ccc(CNS(=O)(=O)c2cccc(S(=O)(=O)N3CCOCC3)c2)cc1	-5%	-3%	6%	4%	-0.7%	-12%	20%	13%	2%
COc1ccc(C(=O)CSc2nc(C)cc(C)n2)cc1[N+](=O)[O-]	3%	6%	-5%	1%[57.1 µM]	-2.2%	-20%	0%[57.1 µM]	-4%	-4%

Screens from PubChem BioAssay.
